Screening data from PubChem.
Pf growth 96h: P. falciparum growth inhibition at 96 hour, primary screen for plastid delayed-death inhibitors. P. falciparum luciferase reporter growth, 96 h. Potency, µM (top dose mostly 28.7 µM), without a hit: at the highest dose activity change, negative = inhibition, actives largely listed as inhibitors. 6.9% of 320,000 active. AID 504834; further: potency means the concentration at half of the fitted maximal effect; on the % scale 0 is the no-effect control and ±100 the full control effect
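Parasite growth measured via integrated firefly luciferase reporter in P. falciparum. Infected erythrocytes at 2% hematocrit, 0.05% parasitemia final were treated 96 hours at 37 C under 5% CO2, and luminescence was read.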
Pf growth 48h: P. falciparum growth inhibition at 48 hours (one generation). P. falciparum luciferase growth in erythrocytes, 48 h. Potency, µM (titrated, usually from 28.7 µM), inactives show top-dose activity change, negative = inhibition, hits mostly inhibitors. 5.9% of 310,000 active. AID 504832; further: potency means the concentration at half of the fitted maximal effect; on the % scale 0 is the no-effect control and ±100 the full control effect
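A one-generation exposure of luciferase-tagged malaria parasites in RPMI 1640/Albumax erythrocyte culture, 37 C and 5% CO2. Inhibition is inferred from decreased luminescence after adding detection reagent.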
AMA1-RON2 inh: AMA1-RON2 (P. falciparum) interaction inhibition. AID 720542. 0.2% of 360,000 active. AlphaScreen AMA1-biotinylated RON2 peptide binding. Potency, µM (highest dose often 58.2 µM), for the others: at the top dose activity change, negative = inhibition, actives largely listed as inhibitors;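 further: potency means the concentration at half of the fitted maximal effect; 0% = vehicle wells and -100% = peptide control; nearly all actives have a fitted effect of over 45% in size; some results filed as inactive show a strong effect at the top dose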
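AMA1 (3D7) with his tag at 25 nM final met compounds first, then biotinylated RON2 peptide at 25 nM; detection used donor plus acceptor beads, 10 µg/mL apiece, read by AlphaScreen after 30 min at room temperature.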
TbPYK inhibitor: T. brucei pyruvate kinase inhibition; TbPYK enzyme, Kinase-Glo Plus ATP luminescence, 45 min; Potency, µM (series often up to 76.8 µM), without a hit: top-dose activity, negative = inhibition, most hits filed as inhibitors; 0.12% of 410,000 active; further: potency means the concentration at half of the fitted maximal effect; on the % scale 0 is the no-effect control and ±100 the full control effect; nearly all actives have a fitted effect of over 50% in size
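Assay buffer: 50 mM TEA pH 7.2, 100 mM KCl, 10 mM MgCl2, 0.05% BSA, 0.01% Tween-20. Pyruvate kinase from T. brucei plus substrate met compound, then ADP (130 uM final). Luminescence was read post 45 min RT.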
Shiga toxin inh: Shiga toxin inhibition; Vero cells, Shiga toxin protein synthesis inhibition reporter; inhibition, % at 38.7 µM; 9.2% of 290,000 active; in the data active means inhibition mostly above about 28%, no sharp cut-off; inactive means mostly below about 43%; further: 0% is about no effect
Cycloheximide cs: counter-screen for Shiga toxin inhibitors: cycloheximide protein synthesis inhibition. cell reporter, cycloheximide protein synthesis inhibition counterscreen. max response, %. 12% of 300,000 active. AID 2314; in the data active means max response mostly above about 13%, no sharp cut-off; inactive means mostly below about 14%; further: read at 38.3 µM for the half of the compounds with a filed dose; 0% is about no effect
LmPK inhibitor: blocks Leishmania mexicana pyruvate kinase activity | 0.37% of 290,000 active | Potency, µM (highest dose often 57.5 µM), for the others: at the highest dose activity change, negative = inhibition, hits mostly inhibitors | purified LmPK, Kinase-Glo ATP luminescence, 1 h | Q27686; further: potency means the concentration at half of the fitted maximal effect; on the % scale 0 is the no-effect control and ±100 the full control effect
Target sequence (Q27686 whole entry, looked up): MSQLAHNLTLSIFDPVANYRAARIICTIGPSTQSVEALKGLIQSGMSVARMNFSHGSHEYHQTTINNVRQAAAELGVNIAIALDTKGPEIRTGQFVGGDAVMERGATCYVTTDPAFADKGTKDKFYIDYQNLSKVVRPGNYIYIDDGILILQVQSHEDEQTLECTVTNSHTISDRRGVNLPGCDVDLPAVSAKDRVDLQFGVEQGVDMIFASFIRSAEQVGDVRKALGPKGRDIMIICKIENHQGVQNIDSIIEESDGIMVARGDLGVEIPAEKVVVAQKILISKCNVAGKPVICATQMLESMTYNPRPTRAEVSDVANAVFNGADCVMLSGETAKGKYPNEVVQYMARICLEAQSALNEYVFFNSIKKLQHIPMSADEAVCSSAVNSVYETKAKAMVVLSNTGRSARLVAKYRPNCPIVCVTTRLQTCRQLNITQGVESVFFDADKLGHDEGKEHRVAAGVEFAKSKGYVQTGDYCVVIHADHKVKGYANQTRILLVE
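Screened at intermediate enzyme activity to detect both inhibitors and activators: LmPK at 0.1 nM, with a 0.5 nM enzyme column as activation reference. PEP 0.5 mM, ADP 0.1 mM; ATP detected by luminescence after 1 h.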
* marks the source's active call; other numbers are inactive results; ? = inconclusive; · = not tested or not shown; & = joins results of further samples; [ ] = remark or other dose. Unless noted, the call rests on the fitted dose curve; in most records, active means well fitted curve in the direction sought with a large enough effect; inconclusive means small, poorly fitted or top-dose-only effect, or another doubt; inactive means no such curve, though single readings can be large; an effect the other way counts as inactive or inconclusive.

SMILES	Pf growth 96h	Pf growth 48h	AMA1-RON2 inh	TbPYK inhibitor	Shiga toxin inh	Cycloheximide cs	LmPK inhibitor
CSc1cccc(N2C(=O)C3CCCN3C2=S)c1 (centres undefined)	-2%	?	-24%	1%	-9	1	-9%
C#CCOCCOCCOCCNc1nc(N2CCOCC2)nc(N2CCN(C(=O)[C@H]([C@@H](C)CC)n3cc([C@@H](N)Cc4ccc(O)cc4)nn3)CC2)n1	?	1.5µM*	11%	1%	-5	1	4%
CS(=O)(=O)c1ccc(-c2nnc(NC(=O)c3ccc(S(=O)(=O)N4CCCC4)cc3)o2)cc1	7.4µM*	13µM*	41%[activator]	2%	·	·	·
CCOC(=O)C1CCN(CC(=O)Nc2c(C(=O)OC)[nH]c3ccc(Cl)cc23)CC1	?	13µM*	-2%	-5%	-11	-3	4%
COc1cccc(-c2ccc(=O)n(CC(=O)NCCN3CCOCC3)n2)c1	·	-8%	6%	1%	-2	-3	-2%
NS(=O)(=O)c1ccc(CCNC(=O)c2cc([N+](=O)[O-])ccc2N2CCCCC2)cc1	?	?	-7%	6%	-4	4	1%
O=C(NNc1nc2ccccc2s1)Nc1ccc(F)cc1	132%[activator]	93%[activator]	54%[activator]	2%	85*	62*	0%
CC(NC(=O)c1ccc(CS(C)(=O)=O)cc1)c1cccc2ccccc12 (centres undefined)	-29%	?	18%	0%	-3	-3	8%
NC(=O)C1CCN(C2=C(Cl)C(=O)c3ccccc3C2=O)CC1	?	?	-13%	0%	23	10	-28%
COc1ccc(-c2cc(=O)oc3cc(OC(=O)C4CCCCC4)ccc23)cc1	30%	-12%	7%	3%	-9	0	-1%
COc1ccc(-c2cn(CCc3c[nH]c4ccccc34)nn2)cc1	9.3µM*	12%	26%	3%	20	7.4*	-2%
CCc1cc(/C(Cc2cscn2)=N\O)c(O)cc1O	-17%	·	113%[activator]	-3%	-13	1	0%
Nc1c(C(=O)Nc2ccc3c(c2)OCCO3)nnn1Cc1ccccc1	4%	-4%	-8%	-1%	·	·	·
COc1ccc(-c2nsc(SCC(=O)Nc3cc(C)on3)n2)cc1	?	5.9µM*	23%	-2%	7	7	5%
CCOc1ccccc1-c1noc(CCC(=O)NC2CCCCC2)n1	?	-6%	-4%	-9%	20	-6	3%
C[C@H](CO)NC(=O)[C@H](C)[C@@H]1C[C@@]1(C)[C@@H](NC(=O)OCc1ccccc1)c1ccccc1	-14%	-19%	18%	1%	-11	-2	5%
COc1ccc(S(=O)(=O)N2CCN(C)CC2)c(C)c1	?	0%	8%	4%	·	-4	-2%
COc1ccc2ccccc2c1CN1CCCC(CO)C1 (centres undefined)	-1%	1%	-4%	-11%	-11	-3	4%
Nc1nc(CN2CCN(C(c3ccccc3)c3ccccc3)CC2)nc(Nc2ccccc2)n1	4.7µM*	8.3µM*	-16%	0%	0	-1	0%
CN(CC(=O)NCc1ccncc1)S(=O)(=O)c1ccccc1	·	2%	1%	-8%	-2	-3	4%
CCN(CC)S(=O)(=O)c1ccc(N/N=C(\C)c2ccc3c(c2)OCO3)c([N+](=O)[O-])c1	29%	0%	-17%	4%	16	-3	-4%
COCCNC(=O)c1cccc(Nc2nc(-c3ccccc3)c3cc(Cl)ccc3n2)c1	?	?	24%	6%	-15	-2	3%
CCN(c1cccc(C)c1)S(=O)(=O)c1ccc(-c2coc(C)n2)cc1	?	15%	-7%	1%	-7	-4	5%
Fc1c(F)c(C(F)(F)F)c(F)c(F)c1N/N=C\c1cccs1	·	?	1%	7%	-20	-1	5%

Compound profiles (already shown). Values in the order: Pf growth 96h	Pf growth 48h	AMA1-RON2 inh	TbPYK inhibitor	Shiga toxin inh	Cycloheximide cs	LmPK inhibitor
CCN(c1cccc(C)c1)S(=O)(=O)c1ccc(-c2coc(C)n2)cc1 across the screens: ?	15%	-7%	1%	-7	-4	5%
COc1ccc(S(=O)(=O)N2CCN(C)CC2)c(C)c1 across the screens: ?	0%	8%	4%	·	-4	-2%
COc1ccc(-c2nsc(SCC(=O)Nc3cc(C)on3)n2)cc1 across the screens: ?	5.9µM*	23%	-2%	7	7	5%
Fc1c(F)c(C(F)(F)F)c(F)c(F)c1N/N=C\c1cccs1 across the screens: ·	?	1%	7%	-20	-1	5%
COc1ccc2ccccc2c1CN1CCCC(CO)C1 (centres undefined) across the screens: -1%	1%	-4%	-11%	-11	-3	4%

(cont.)
SMILES	Pf growth 96h	Pf growth 48h	AMA1-RON2 inh	TbPYK inhibitor	Shiga toxin inh	Cycloheximide cs	LmPK inhibitor
COc1ccccc1N1CC(C(=O)Nc2nnc(SCc3ccccn3)s2)CC1=O (centres undefined)	?	?	22%	-17%	15	6	2%
Cc1csc2c(N3CCN(S(=O)(=O)c4ccc(Cl)cc4)CC3)ncnc12	0%	0%	-1%	2%	-10	-2	7%
CCN(CC)CCOC(=O)c1cccc(Cl)c1	-34%	51%[activator]	3%	-4%	-7	5	1%
CCCn1c(SCC(=O)N2CCN(C(=O)c3ccco3)CC2)nc2ccccc2c1=O	-5%	-28%	1%	3%	-2	-1	1%
O=C(COC(=O)c1ccc(Br)c(S(=O)(=O)N2CCOCC2)c1)NCC1CCCO1 (centres undefined)	·	-9%	2%	-5%	-14	-4	-3%
COC(=O)/C(=C\c1cc(OC)c(OC)c(OC)c1)c1nc2ccccc2[nH]1	0%	?	37%[activator]	-7%	37	22*	-7%
COc1ccc(N2CCN(S(=O)(=O)c3cc4c(cc3C)NC(=O)CO4)CC2)cc1	?	13%	9%	3%	15	1	0%
Brc1c(CSc2nncn2-c2ccccc2)nc2ncccn12	-19%	-10%	108%[activator]	-11%	-13	14	-2%
Cc1cc(NC(=O)CCN2C(=O)/C(=C\c3ccccc3)SC2=S)no1	40%[activator]	84%	0%	-5%	4	-1	7%
Cc1ccc(S(=O)(=O)N2CCCC2C(=O)NCCc2ccccc2)cc1 (centres undefined)	17%	1%	-10%	-4%	1	-2	-5%
C/C(CCN1CCc2nc(-c3ccccc3)c(-c3ccccc3)cc2C1)=N\O[C@H](C)c1cn([C@H](CO)Cc2ccccc2)nn1	13µM*	9.3µM*	·	·	-7	-1	5%
Nn1c(COc2cccc(Br)c2)nnc1SCC(=O)NCC1CCCO1 (centres undefined)	-15%	?	55%[activator]	3%	·	·	·
Cc1ccccc1C(=O)NCc1nnc(SCC(=O)N2CCN(c3ccccc3)CC2)n1C	·	-14%	-11%	-2%	-12	-5	0%
COc1cc(C(c2sc3nc(C)nn3c2O)N2CCc3ccccc3C2)cc(OC)c1OC (centres undefined)	?	?	20%	2%	-7	-1	0%
CCOC(=O)C(NC(=O)CC)(Nc1ccc(C(O)(C(=O)OCC)C(F)(F)F)cc1C)C(F)(F)F (centres undefined)	60%[activator]	8%	-7%	1%	-13	1	0%
O=C(c1c(F)c(F)c(F)c(F)c1F)N(Cc1ccccc1)Cc1ccccc1	?	·	15%	9%	-8	1	0%
COc1ccc(-c2csc3ncnc(NCCCO)c23)cc1	?	-8%	7%	-19%	-6	-2	-6%
Cc1ccc(S(=O)(=O)c2c(C)nn(C(C)(C)C)c2OC(=O)c2ccco2)cc1	6%	0%	-6%	-4%	14	9	2%
CC1(C)OC(c2ccccc2)=C/C(=C/C=Nc2ccccc2)O1	?	?	0%	-6%	35*	16*	-4%
O=C(C[N+]12CCN(CC1)CC2)NCCc1ccc(Cl)cc1Cl	26%	15%	-3%	-1%	-6	-2	-1%
O=C(O)CNS(=O)(=O)c1ccc2c(c1)C(=O)c1cc(S(=O)(=O)NCC(=O)O)ccc1-2	0%	7%	21%	-2%	-11	-5	-6%
COc1ccc(-c2coc3c(C)c4oc(=O)c(CCC(=O)O)c(C)c4cc23)cc1	?	-1%[0.00184 µM]	-3%	1%	-5	-4	1%
CCOC(=O)N1CCN(C(=S)NC(=O)c2ccnn2C)CC1	?	23%	18%	-10%	-15	6	2%
COc1ccc(C(=O)/C=C/N(C)C)cc1	2%	-11%	-3%	0%	-24	20*	-4%
CCCCCN(C(=O)CCCSc1nncs1)c1c(N)n(CCCC)c(=O)[nH]c1=O	-2%	8%	1%	-3%	-6	-6	6%
O=C(CCSc1nnc(-c2ccncc2)o1)Nc1ccccc1	-20%	19%	-8%	0%	-9	-4	1%
COC(=O)c1ccc(-c2c(-c3ccccc3)ncc3cc(F)ccc23)cc1	?	?	29%	4%	·	·	·
Cc1ccc(-c2onc(C)c2C)cc1S(=O)(=O)N1CC(C)Oc2ccccc21 (centres undefined)	-29%	15µM*	-7%	4%	6	22	-1%
Cc1ccc(NC(=O)O/N=C/c2ccc(N(C)C)cc2)cc1	-14%	44%[activator]	-19%	-9%	22	21*	5%
CCC(C)(C)NC(=O)C(c1cccc(OC)c1OC)N(CCC(C)C)C(=O)CCC(=O)Nc1cc(C)on1 (centres undefined)	25%	?	4%	1%	-4	7	3%
COc1ccc(C2C(C(C)=O)=C(C)Nc3ncnn32)cc1 (centres undefined)	?	0%	3%	-3%	-7	-3	-3%
CC(C)Cc1nnc(NC(=O)CCC(=O)N2CCN(Cc3ccccc3)CC2)s1	-16%	7%	-8%	0%	6	-3	5%
CCOc1ccc(Br)cc1S(=O)(=O)N1CCC(C(N)=O)CC1	1%	-15%	0%	-1%	-18	1	-1%
COc1ccc(NC(=O)c2cc(S(=O)(=O)N3CCCC3)ccc2OC)cc1	28%	-5%	-14%	4%&0%	-1	4	0%
Cc1ccc2nc(SCC(=O)N3CCOCC3)[nH]c2c1	216%[activator]	·	-9%	-6%	56*	38*	12%
CCCCCC(=O)Nc1cccc(C2=NOC3(C2)C[C@H](C(N)=O)N(C(=O)CC)C3)c1 (some centres undefined)	48%[activator]	46%[activator]	14%	-10%	-7	-5	-4%
COc1cc2ccccc2cc1C(=O)N(CCN(C)C)c1nc2c(F)cc(F)cc2s1	?	?	-4%	10%	4	-2	0%
COc1ccc(C(NC(=O)c2ccc(=O)[nH]c2)C(=O)Nc2ccc(C(C)C)cc2)cc1 (centres undefined)	-5%	?	-6%	-6%	-4	7	9%
COc1ccc(Cn2nnnc2C(C(C)C)N2CCN(c3ccccc3OC)CC2)cc1 (centres undefined)	15%	4.7µM*	-14%	-15%	-6	8	4%
C#C[C@]1(O)CC[C@H]2[C@@H]3CCc4cc(OC)ccc4[C@H]3CC[C@@]21C	44%&-26%[activator]	13%&1%	-11%	-7%&-4%	-9	-1	1%
Cc1cc(N)c(-n2cc3c(=O)n(C)c(=O)n(C)c3c2)cc1C	·	?	-2%	-5%	35	40*	?
Cc1ccccc1S(=O)(=O)Nc1ncnc2sccc12	-20%	-9%	1%	7%	·	·	·
Cc1cc(C)c(NC(=O)CS(=O)CC(=O)NC2CCCc3ccccc32)c(C)c1 (centres undefined)	10µM*	-6%	?	2%	5	-1	3%
CCCN(CC(=O)Nc1ccccc1C)C(=O)c1ccc(S(=O)(=O)N2CCCC2)cc1	?	-2%	19%	3%	·	·	·
COCc1cc(C)nc(Nc2cc(C)ccc2C)c1C#N	?	?	18%	3%	-8	-1	2%
